Source: PubChem BioAssay (National Center for Advancing Translational Sciences (NCATS))
D2 antagonist: HTS Assay for Allosteric Antagonists of the Human D2 Dopamine Receptor: Primary Screen for Antagonists. D(2) dopamine receptor (Homo sapiens), P14416. HEK293 TREx D2 cells, calcium flux, dopamine EC80. inhibition, % at 10 µM. 2% of 340,000 active. AID 485344, 2010; in the data active = inhibition above about 30%; also: 0% is about no effect
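Overnight-induced (tetracycline, 30 C) HEK293 T-REx cells carrying force-coupled D2 receive a no-wash calcium dye, then compound, then EC80 dopamine at 180 s; signals are read kinetically throughout.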
TRHR enhancer: qHTS for Small Molecule Agonists and Allosteric Enhancers of Human TRH Receptor: Primary Screen for Enhancers | enhancement, % at 2 µM | 0.66% of 360,000 active | TRHR cells, fluo-8 calcium fluorescence, EC20 TRH enhancement; in the data active = enhancement above about 30%; also: 0% is about no effect
Target sequence (P34981 whole entry, looked up): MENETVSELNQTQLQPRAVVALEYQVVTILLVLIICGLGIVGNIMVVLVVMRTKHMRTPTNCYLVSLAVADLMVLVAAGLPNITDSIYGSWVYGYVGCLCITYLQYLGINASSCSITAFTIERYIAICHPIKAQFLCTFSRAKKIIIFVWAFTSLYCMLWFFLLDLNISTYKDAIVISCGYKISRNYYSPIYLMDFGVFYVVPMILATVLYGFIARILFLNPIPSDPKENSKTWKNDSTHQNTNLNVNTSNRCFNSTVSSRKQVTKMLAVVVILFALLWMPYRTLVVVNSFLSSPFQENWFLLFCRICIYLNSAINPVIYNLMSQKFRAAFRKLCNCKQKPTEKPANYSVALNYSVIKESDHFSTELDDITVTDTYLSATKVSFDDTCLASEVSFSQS
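TRHR-expressing cells loaded with fluo-8 calcium dye were read kinetically (ex 480/em 530) during compound addition, then stimulated with an EC20 of TRH (10 nM final). Enhancement of the Gq-mediated intracellular calcium response was scored.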
D1 antag: Antagonist of Human D 1 Dopamine Receptor: qHTS; 3.2% of 360,000 active; HEK293 TREx D1 cells, calcium flux, dopamine EC80; hits give low values; D(1A) dopamine receptor (Homo sapiens), P21728; activity change, negative = inhibition, % at 10 µM; AID 504652, 2011; in the data active = activity change below about -30%; also: % is scaled to controls: 0 for no effect and ±100 for the full control effect
Target sequence (P21728 whole entry, looked up): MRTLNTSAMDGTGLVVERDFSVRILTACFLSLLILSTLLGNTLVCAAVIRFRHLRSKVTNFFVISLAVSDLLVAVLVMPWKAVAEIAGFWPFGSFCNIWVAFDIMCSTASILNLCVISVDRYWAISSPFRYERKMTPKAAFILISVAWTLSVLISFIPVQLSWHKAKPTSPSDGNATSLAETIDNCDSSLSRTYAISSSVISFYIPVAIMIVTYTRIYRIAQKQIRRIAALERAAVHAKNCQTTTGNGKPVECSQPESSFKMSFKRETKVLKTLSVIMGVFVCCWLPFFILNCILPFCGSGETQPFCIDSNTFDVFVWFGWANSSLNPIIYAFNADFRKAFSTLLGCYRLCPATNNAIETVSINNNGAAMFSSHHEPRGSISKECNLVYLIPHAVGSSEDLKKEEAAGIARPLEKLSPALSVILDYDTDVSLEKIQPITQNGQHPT
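Calcium flux readout: force-coupled, inducible Hek293 Trex D1 line, cells induced overnight at 30 C with tetracycline, dye-loaded 30–90 min at RT. Antagonism scored against EC80 dopamine challenge given 180 s after compound.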
D2 PAM: HTS Assay for Positive Allosteric Modulators of the Human D2 Dopamine Receptor: Primary Screen for Potentiators. HEK293 T-REx D2, calcium flux, EC20 dopamine potentiation. potentiation, % at 10 µM. 0.34% of 340,000 active;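 active = potentiation over 3 SD above the plate norm, cut at about 30% in these data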; also: 0% is about no effect
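Primary screen. Calcium kinetics in induced HEK293 T-REx D2 cells: compound pre-addition 180 s, EC20 dopamine, 180 s more.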
D1 potentiator: Potentiators of Human D1 Dopamine Receptor: qHTS; D(1A) dopamine receptor (Homo sapiens), P21728; HEK293 TREx D1 cells, calcium flux, dopamine EC20 potentiation; potentiation, % at 10 µM; 0.036% of 360,000 active; AID 504651, 2011; in the data active = potentiation above about 30%; also: 0% is about no effect
D2 agonist: HTS Assay for Allosteric Agonists of the Human D2 Dopamine Receptor: Primary Screen for Agonists; D(2) dopamine receptor (Homo sapiens), P14416; HEK293 T-REx D2 cells, calcium flux agonist mode; 0.53% of 340,000 active; activation, % at 2 µM; AID 485358, 2010;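 active = activation over 3 SD above normal in the single-dose calcium agonist read, cut at about 30% in these data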; also: 0% is about no effect
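Tetracycline-induced HEK293 Trex cells with D2 receptor force-coupled to calcium signaling, plated overnight at 30 C and loaded with no-wash calcium dye. Calcium flux read kinetically for 180 s after compound addition; responses flag agonists.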
D1 agonist: Allosteric Agonists of the Human D1 Dopamine Receptor: qHTS. D(1A) dopamine receptor (Homo sapiens), P21728. HEK293 T-REx D1 cells, calcium flux, agonist mode. activation, % at 2 µM. 1% of 360,000 active. AID 504660, 2011; in the data active = activation above about 30%; also: 0% is about no effect
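Inducible HEK293 T-REx D1 cells, force-coupled to calcium signalling, were plated at 4000 cells/well with tetracycline and held overnight at 30 C. After no-wash calcium dye loading, compound-evoked calcium rise over 180 s flagged agonists.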
RXFP1 antag: qHTS Assay for Antagonists of the Relaxin Receptor RXFP1; HEK293-RXFP1, relaxin-stimulated cAMP HTRF, 30 min; hits give low values; activity change, negative = inhibition, % at 57.5 µM; 0.59% of 350,000 active;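 active = activity change of -60% or lower, but not beyond a set lower limit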; also: % is scaled to controls: 0 for no effect and ±100 for the full control effect
RXFP1 agonist: qHTS Assay for Agonists of the Relaxin Receptor RXFP1; Relaxin receptor 1 (Homo sapiens), Q9HBX9; HEK293T-RXFP1 cAMP TR-FRET, 30 min; response scale: percent of porcine relaxin response, buffer zero; Potency, µM (top dose mostly 57.5 µM), without a hit: top-dose activation, usual class: activators; 0.3% of 370,000 active; active = well fitted activation curve with a large enough effect; also: potency is read from the fitted curve at half-maximal effect; % is scaled to controls: 0 for no effect and ±100 for the full control effect; nearly all actives have a fitted effect of over 60% in size; many of its hits are not listed in these tables
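HEK293T cells stably expressing RXFP1 were pretreated with the PDE4 inhibitor Ro 20174, exposed to compounds for 30 min at 37C, lysed, and cAMP was read by TR-FRET. Data normalized to buffer (basal) and 29 nM porcine relaxin (100%).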
* = called active by the depositor; nt = no result given. An excerpt (hit frequency here may not be typical).

SMILES	D2 antagonist	TRHR enhancer	D1 antag	D2 PAM	D1 potentiator	D2 agonist	D1 agonist	RXFP1 antag	RXFP1 agonist
O=C(NCC(c1cccs1)N1CCOCC1)c1cc(S(=O)(=O)N2CCOCC2)ccc1F (stereo not drawn)	-1	-8	14	-3	-5	0.7	6	-5	1.9%
Cc1cccc(NC(=O)CSC2=Nc3ccccc3C3=NC(CC(=O)NCc4cccs4)C(=O)N23)c1 (stereo not drawn)	nt	-4	-14	5	0	-0.2	3	-12	6.3%
O=C(Nc1ccc(Cl)cn1)c1ccc2ccccc2n1	nt	-6	-1	nt	-2	nt	1	4	1.5%
O=C(OCCOc1cccc(Cl)c1)c1cc(S(=O)(=O)N2CCCCC2)ccc1N1CCOCC1	-16	10	-2	5	0	1.1	4	-5	2.4%
COc1ccc(C2=NCCc3cc(OC)c(OC)cc32)cc1	-17	3	-61*	12	-12	-0.4	3	-9	-0.1%
Nc1c(-c2nc(-c3ccncc3)no2)nnn1CC(=O)Nc1ccccc1	nt	-2	14	3	-2	-0.1	2	3	19%
O=C(c1ccc(S(=O)(=O)N2CCCCC2)cc1)N1CCN(c2ccccc2F)CC1	-3	-1	8	-3	2	1.3	-1	0	0.3%
COc1ccc(C(=O)Nc2nnc(C3=COCCO3)o2)cc1OC	-2	-2	11	9	3	-1.1	0	-23	2.1%
CCCn1c(SCC(=O)Nc2ccccc2CC)nnc1C(C)C	-1	-6	-16	-1	-12	0.4	1	9	1.7%
Cc1ccc(-c2cc(C(=O)n3cnc4ccccc43)c3ccccc3n2)cc1C	-12	-1	-8	23	-2	-0.5	2	1	3.1%
O=c1c2ccccc2oc2nc3ccn(Cc4ccncc4)c(=O)c3cc12	5	7	-4	1	7	0.6	3	nt	-2.1%
Cc1cc(C)cc(N(CC(=O)Nc2ccccc2-c2ccccc2)S(=O)(=O)c2ccccc2)c1	17	8	2	5	-9	-1.4	4	7	0.4%
C/C=C/COc1nc2c(c(=O)n(C)c(=O)n2C)n1C	0	5	12	16	0	-1.1	0	-10	0.8%
Cc1ccc(S(=O)(=O)NCCC(=O)N2CCN(S(=O)(=O)c3ccccc3)CC2)cc1C	18	3	-6	-9	-4	-0.1	3	-2	0.8%
CCN(Cc1nc(-c2cccc(C)c2)no1)S(=O)(=O)c1ccc(C)cc1	nt	-4	2	-5	2	0.0	11	0	-0.9%
Cc1[nH]n(-c2ccccc2)c(=O)c1/C=N/NC(=O)c1ccoc1C	-6	0	9	-3	-4	-0.1	-1	-2	0.0%
COC(=O)CN1C(=O)CSc2ccc(S(=O)(=O)Nc3cc(C)ccc3C)cc21	nt	2	8	0	-2	nt	-2	14	-0.4%
Cc1ccc(N2C(=O)C3ON(c4ccccc4)C(c4ccncc4)C3C2=O)cc1 (stereo not drawn)	5	-1	22	4	1	0.1	3	28	0.2%
Cc1cccc(Nc2ccccc2C(=O)OCC(=O)NCc2ccco2)c1C	-12	1	-6	0	-9	1.5	2	-13	3.0%
COc1ccc(S(=O)(=O)N2CCCCCC2)cc1C(=O)N1CCN(c2ccccc2O)CC1	-3	-8	0	-1	-7	2.4	2	-6	2.4%
O=C(Nc1ccc(N=Nc2ccccc2)cc1)c1ccccc1Cl	4	9	-8	-3	-6	0.1	2	-22	0.0%
O=C(O)c1nn(CC(=O)N2CCN(c3ccccc3)CC2)c(=O)c2ccccc12	-2	-3	31	16	-9	-0.5	2	-2	-2.1%
Cc1cccc2cc(CN(Cc3cccnc3)C(=O)c3ccccc3F)c(Cl)nc12	-5	3	11	19	-1	0.6	0	-2	2.7%
N#Cc1ccc(NC(=O)CSc2cn[nH]n2)cc1	-9	-6	-4	-3	-5	0.0	0	-15	0.6%
COc1ccc(Cl)cc1NC(=O)CN(C)Cc1ccc(OC)c(OC)c1	1	57*	-18	-17	-7	3.6	3	-13	2.2%
CC1=C(C(=O)OCc2ccccc2)C(c2cccnc2)n2ncnc2N1 (stereo not drawn)	-4	10	6	-9	4	-0.8	2	4	1.2%
CCOC(=O)c1ccc(NC2c3ncccc3C(=O)N2Cc2ccc(F)cc2)cc1 (stereo not drawn)	1	0	8	3	-3	-0.4	0	5	1.0%
COc1ccc(-n2c(=S)[nH]c3cc(C(=O)NC4CCCCC4)ccc3c2=O)c(OC)c1	10	8	-24	18	0	-0.1	5	-12	-0.4%
Cc1ccc(N(CC(=O)NCC2CCCO2)C(=O)CNS(=O)(=O)c2ccc(Cl)cc2)cc1 (stereo not drawn)	14	-4	-1	13	-6	0.2	1	3	2.0%
COc1ccc2c(C)cc(=O)oc2c1C	-9	2	32	0	-1	0.5	0	-3	2.3%
COc1cc(NC(=O)CCNS(=O)(=O)c2cc(Br)cnc2N)cc(OC)c1	-43	2	2	2	3	0.0	1	14	-0.6%
CCOC(=O)c1cccc(NC(=O)C(C)n2nc(C)c3c(C)n(-c4ccccc4)nc3c2=O)c1 (stereo not drawn)	nt	3	5	-2	-1	-0.5	0	1	-1.4%
CC(C)(C)Cc1nnc(NS(=O)(=O)c2ccccc2)s1	nt	5	3	nt	-5	nt	1	-7	1.5%
O=C1c2ccsc2SCCN1Cc1ccccc1	1	-3	-1	4	5	0.2	1	-1	0.1%
COc1ccc(S(=O)(=O)N(C)CC(=O)N2CCCC2)cc1Cl	-6	-1	10	11	-3	-0.5	-1	27	5.5%
O=C(c1cnn2c(C(F)F)cc(-c3ccccc3)nc12)N1CCN(Cc2ccc3c(c2)OCO3)CC1	-19	5	-1	16	3	3.3	1	-2	-1.3%

As a short view, 4 of the compounds above:
SMILES	D2 antagonist	TRHR enhancer	D1 antag	D2 PAM	D1 potentiator	D2 agonist	D1 agonist	RXFP1 antag	RXFP1 agonist
CC(C)(C)Cc1nnc(NS(=O)(=O)c2ccccc2)s1	nt	5	3	nt	-5	nt	1	-7	1.5%
O=C1c2ccsc2SCCN1Cc1ccccc1	1	-3	-1	4	5	0.2	1	-1	0.1%
COc1ccc(S(=O)(=O)N(C)CC(=O)N2CCCC2)cc1Cl	-6	-1	10	11	-3	-0.5	-1	27	5.5%
O=C(c1cnn2c(C(F)F)cc(-c3ccccc3)nc12)N1CCN(Cc2ccc3c(c2)OCO3)CC1	-19	5	-1	16	3	3.3	1	-2	-1.3%

Shown as a hit in D1 antag (from the list above):
| molecule | D2 antagonist | TRHR enhancer | D1 antag | D2 PAM | D1 potentiator | D1 agonist | RXFP1 antag |
| --- | --- | --- | --- | --- | --- | --- | --- |
| COc1ccc(C2=NCCc3cc(OC)c(OC)cc32)cc1 | -17 | 3 | -61* | 12 | -12 | 3 | -9 |

More entries
SMILES	D2 antagonist	TRHR enhancer	D1 antag	D2 PAM	D1 potentiator	D2 agonist	D1 agonist	RXFP1 antag	RXFP1 agonist
CCOC(=O)c1c(C)nc2sccn12	-5	4	-4	8	0	0.3	2	-2	7.5%
Cc1nn(-c2ccccc2)cc1/C=N/NC(=O)c1cccs1	-6	-1	6	-3	-5	1.3	8	1	-0.4%
CCCCNc1c(-c2cccc(-c3ccc(OC)cc3)c2)nc2ccc(C)cn12	2	4	-12	-24	1	-1.0	1	nt	17%
COCCNC(=O)c1cc2cc3ccc(OC)cc3nc2o1	3	3	5	5	-2	-1.0	4	-16	12%
Cc1ccc(NC(=O)Nc2cnccn2)cc1C	4	-6	0	-3	-3	-1.8	0	-11	-0.1%
Cn1c(N2CCC(C(N)=O)CC2)nc2c1c(=O)n(Cc1cccc(Br)c1)c(=O)n2C	-7	1	2	3	1	0.2	1	4	0.3%
CCCc1nnc(SCc2ccc(OCC)cc2)n1N	1	0	-5	-14	4	0.7	4	5	-2.7%
COc1ccc2[nH]c(=O)c(C(c3nnnn3CC3CCCO3)N3CCc4ccccc4C3)cc2c1 (stereo not drawn)	3	0	1	2	2	-0.7	0	-10	1.7%
CC(C)C1Cc2c(sc3c2c(=O)n(-c2ccccc2)c2n[nH]c(=S)n32)CO1 (stereo not drawn)	3	-5	1	-1	-2	0.3	0	-3	9.3%
CC1CCCCN1S(=O)(=O)c1ccc(C(=O)N2CCOCC2)cc1 (stereo not drawn)	-1	33*	4	5	-9	-2.6	8	-21	2.1%
COc1ccc(/C=N/NC(=O)Cn2cnc3ccccc3c2=O)cc1	-8	3	5	-7	1	0.7	-1	nt	-0.4%
O=C(NCCc1c[nH]c2ccccc12)c1ccc2[nH]c(=O)c(=O)[nH]c2c1	3	14	5	11	-7	2.2	4	-5	-0.8%
O=C(NCCCN1CCCC1=O)c1cccc(NS(=O)(=O)c2ccccc2)c1	-3	3	7	-1	3	-0.5	3	-12	-0.7%
CCCN(C(=O)c1nc2nc(C)cc(C)n2n1)c1c(N)n(Cc2ccccc2)c(=O)[nH]c1=O	3	-2	15	-9	-2	0.0	6	-6	1.8%
CCOC(=O)N1CCC(NC(=O)CCN2C(=O)COc3ccccc32)CC1	1	0	-14	1	-5	0.0	-1	-13	0.5%
